Source: PubChem
SKKanGAS inh – S. pyogenes SKKanGAS growth inhibitors in kanamycin, primary screen, streptokinase expression inhibitor project, SKKanGAS strain, BacTiter-Glo luminescence; AID 1662, 2009; inhibition, % at 7.5 µM; 1.3% of 300,000 active; 6 h;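 active means mean replicate score, as percent of positive control median, at least 50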;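 further: strain carries kanamycin resistance gene driven by streptokinase promoter and grows in 40 µg/ml kanamycin; loss of luminescence reflects streptokinase promoter inhibition or plain growth inhibition; 0% = median of DMSO wells and 100% = positive control at its reference dose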
TRPC6 inhibitor – mouse TRPC6 channel inhibitors, primary screen, cell-based, HEK293, membrane potential dye; ACh-evoked depolarization; active compounds read low; Short transient receptor potential channel 6 (Mus musculus), Q61143; B-score at 10 µM; 1.1% of 310,000 active;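 active means B-score under library mean minus 3 SD, initial fluorescence not abnormally high, positive integrated signal ratio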;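 further: B-score derived from integrated fluorescence ratio over the kinetic read; more negative B-score means stronger inhibition of depolarization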
HIF act – HIF pathway transcriptional activators, primary screen, cell-based, U2OS HRE-luciferase, luminescence; U2OS HRE-luciferase reporter; normalized: DMSO 0%, desferrioxamine 100%; activation, % at 7.5 µM (by protocol); 0.32% of 300,000 active; AID 1910, 2009;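 active means mean activation of at least 10% of the iron chelator positive control signal, with at least half of replicates also reaching 10%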
MrgX1 allo act – positive allosteric modulators of MrgX1, primary screen, HEK293 cells, Fluo-4 calcium flux. B-score at 10 µM. FDSS; active compounds read high. 0.63% of 310,000 active. AID 588675, 2011;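 active means plate-corrected calcium response at least 3 library SD above typical, normal starting fluorescence, not activating the receptor alone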;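 further: compound read alongside a low EC10 to EC30 dose of BAM8-22 agonist; peak minus trough fluorescence over baseline measured at the second addition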
Target sequence (Q96LB2 whole entry, looked up): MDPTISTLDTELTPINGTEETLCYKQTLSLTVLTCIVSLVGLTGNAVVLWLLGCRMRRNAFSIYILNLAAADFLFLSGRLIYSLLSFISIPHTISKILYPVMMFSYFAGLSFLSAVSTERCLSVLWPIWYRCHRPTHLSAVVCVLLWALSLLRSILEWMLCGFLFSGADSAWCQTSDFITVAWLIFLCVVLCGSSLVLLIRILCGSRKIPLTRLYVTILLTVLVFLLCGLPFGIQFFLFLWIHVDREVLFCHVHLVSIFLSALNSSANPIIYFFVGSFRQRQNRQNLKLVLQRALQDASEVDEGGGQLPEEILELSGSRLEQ
TRPC4 block – inhibitors of mouse TRPC4 channel, primary screen, Fluo4 calcium, HEK293 TRPC4beta/mu-opioid cells | B-score at 10 µM | Short transient receptor potential channel 4 (Mus musculus), Q9QUQ5 | 0.39% of 300,000 active | DAMGO-evoked Fluo4 calcium flux; active compounds read low;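 active means B-score over 3 SD under the library average, no early fluorescence shift, positive overall ratio signal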
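test system = HEK293 cells with stable TRPC4beta plus mu-opioid receptor expression | detection = Fluo4 Ca2+ flux fluorescence | read-out = integrated fluorescence ratio relative to baseline, converted to per-well B score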
TRPC6 act – mouse TRPC6 channel activators, primary screen, cell-based, HEK293, membrane potential dye; Short transient receptor potential channel 6 (Mus musculus), Q61143; HEK293-TRPC6 membrane potential dye fluorescence; active compounds read high; B-score at 10 µM; 0.13% of 310,000 active; AID 2550, 2010;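 active means B-score of the integrated fluorescence ratio above library mean plus 3 SD, and starting fluorescence ratio within library mean plus 5 SD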;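 further: higher score means more depolarization so channel activation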
MrgX1 antagonist – antagonists of human MrgX1 receptor, primary screen, HEK293 cells, Fluo-4 calcium flux; BAM8-22 antagonism; active compounds read low; B-score at 10 µM; 1.3% of 310,000 active; AID 588676, 2011;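 active means calcium-response B-score plate-corrected more than 3 library SD below zero, starting fluorescence within 5 deviations, no agonist response on first addition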;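 further: peak minus trough fluorescence over baseline after final BAM8-22 challenge near maximal dose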
MrgX1 ag – agonists of human MrgX1 receptor, primary screen, HEK293 cells, Fluo-4 calcium flux; Mas-related G-protein coupled receptor member X1 (Homo sapiens), Q96LB2; Fluo-4 calcium fluorescence, agonist mode; active compounds read high; B-score at 10 µM; 0.44% of 310,000 active; AID 588627, 2011;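 active means calcium response B-score plate-corrected fluorescence ratio at least 3 library SD, with starting fluorescence B-score inside 5 SD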
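times = overnight plating, then 30 min 37 °C plus 30 min room-temperature dye loading | assay system = stable human MrgX1 HEK293 cell line | input = fifteen thousand cells per well | signal = kinetic calcium dye fluorescence, Fluo-4 NW | dosing = compound delivered in addition one of three | read-out = B-scored fluorescence response ratio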
Platelet DG rel – inhibitors of platelet dense granule secretion, primary screen, cell-based, MLPCN, human platelets | human platelet-rich plasma, SFLLRN dense granule ATP release, luminescence | inhibition, %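 (compounds screened at 7.5 µM in platelet-rich plasma)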 | 0.22% of 300,000 active | AID 1663, 2009;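 active means mean replicate score, as percent of positive control, at or above 50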
RGS4 block – RGS4 inhibitors, primary screen, cell-based, HEK293 M3R inducible RGS4, calcium flux | 0.45% of 310,000 active | B-score at 10 µM | Regulator of G-protein signaling 4 (Homo sapiens), P49798 | Fluo-4 calcium flux; active compounds read high; triggered by carbachol at its EC20;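 active means B-score, a plate-corrected calcium signal, over three deviations above library mean, with baseline fluorescence within five deviations of library mean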;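 further: RGS4 expression induced by doxycycline in cells with stable M3 receptor; B-score is computed from the integrated fluorescence ratio over baseline after carbachol; higher B-score means a larger calcium signal and so more RGS4 inhibition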
Target sequence (P49798 whole entry, looked up): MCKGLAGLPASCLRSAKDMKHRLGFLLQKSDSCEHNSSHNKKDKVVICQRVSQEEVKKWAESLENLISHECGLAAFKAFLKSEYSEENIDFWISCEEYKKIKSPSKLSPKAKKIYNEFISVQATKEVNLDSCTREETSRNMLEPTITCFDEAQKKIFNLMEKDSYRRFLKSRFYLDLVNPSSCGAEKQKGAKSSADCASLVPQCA
RGS4 pot – RGS4 potentiators or activators, primary screen, cell-based, HEK293 M3R inducible RGS4, calcium flux | carbachol calcium flux Fluo4; active compounds read low | B-score at 10 µM | 0.92% of 310,000 active;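 active means B-score of the integrated calcium signal more than 4 SD below the library mean, with starting fluorescence not abnormally high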;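 further: negative B-score means reduced calcium response which marks RGS4 activation or potentiation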
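test system = HEK293 cells with stable M3R and inducible RGS4 | schedule = recording 10 s baseline at 1 Hz, 100 s post-agonist | technique = Fluo4-AM (2 µM) calcium-flux fluorescence, kinetic read | measure = Agonist-evoked peak-minus-minimum fluorescence over baseline, integrated ratio, B score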
Active calls of the source: *; i = inactive; . = not tested or not shown; & = joins results of further samples.

SMILES | SKKanGAS inh | TRPC6 inhibitor | HIF act | MrgX1 allo act | TRPC4 block | TRPC6 act | MrgX1 antagonist | MrgX1 ag | Platelet DG rel | RGS4 block | RGS4 pot
Cc1ccc(-n2nnc(-c3nccs3)n2)cc1 | 2 | i | -3.9 | i | i | i | i | i | 34 | i | i
CC(=O)N1N=C(c2cccc([N+](=O)[O-])c2)OC1(C)c1cccs1 (centres undefined) | 1 | i | 3.4 | i | i | i | i | i | -4 | i | i
O=S(=O)(/N=C(/c1ccc(Cl)cc1)N1CCOCC1)c1ccc(Cl)cc1 | -5 | i | -0.2 | i | i | i | i | i | 5 | i | i
Oc1ccc(NCc2cccs2)cc1 | -7 | i | -1.6 | i | i | i | i | i | 11 | i | i
CC(C)c1ccc(NC2CCCN(C(=O)CCn3cnnn3)C2)cc1 (centres undefined) | -2 | i | -0.4 | i | i | i | i | i | -3 | i | i
Cc1ccc(-c2nnc(-c3ccc(NC(=O)c4cccs4)cc3)o2)cc1 | 0 | i | -0.4 | i | i | i | i | i | -7 | i | i
Cc1cccc2cc3cccc(C)c3nc12 | 3 | i | -60 | i | i | i | i | i | -14 | i | i
CN1CCN(CC(=O)Nc2nc3c(s2)CCCC3)CC1 | 12 | i | 0.6 | i | i | i | i | i | 8 | i | i
Cc1ccc(NC(=O)Nc2cc(C(F)(F)F)c[nH]c2=O)cc1 | 1 | i | 0.7 | i | i | i | i | i | 0 | i | i
O=C(CCS(=O)(=O)c1ccc2c(c1)NC(=O)CS2)NCc1ccccc1Cl | -5 | i | -0.6 | i | i | i | i | i | 1 | i | i
Nc1cc(-c2ccc(Br)cc2)nc2cc(-c3ccccc3)nn12 | 40 | i | 0.1 | i | i | i | i | i | 4 | i | i
COc1ccc(C(=O)N/C(=C\c2cn(S(=O)(=O)N(C)C)c3ccccc23)C(=O)NCCN2CCOCC2)cc1 | 2 | i | -0.4 | i | i | i | i | i | -3 | i | i
O=C(O)c1ccccc1C(=O)OCc1ccccc1 | 4 | i | -0.4 | i | i | i | i | i | -1 | i | i
OC(CNCCNc1ncccc1C(F)(F)F)Cn1ccc2ccccc21 (centres undefined) | 1 | i | 1.9 | i | i | i | i | i | 10 | i | i
Cn1cnc(S(=O)(=O)NC2CCN(Cc3c(F)cccc3Cl)CC2)c1 | -5 | i | -0.3 | i | i | i | i | i | -7 | i | i
CCOc1ccc(-n2nnnc2SCC(=O)N2CCOCC2)cc1 | 1 | i | 0.1 | i | i | i | i | i | 0 | i | i
Cc1ccc(-c2nc(CSCC(=O)NCC3CCCO3)c(C)o2)cc1 (centres undefined) | -3 | i | 0.3 | i | i | i | i | i | 5 | i | i
Cc1ccc(C2OC(=O)C=C2c2ccccc2)cc1 (centres undefined) | 2 | i | 1.7 | i | i | i | i | i | 0 | i | i
CN(C)S(=O)(=O)n1cc(/C=C(\NC(=O)c2ccccc2)C(=O)NCCN2CCOCC2)c2ccccc21 | 4 | i | -0.3 | i | i | i | i | i | -2 | i | i
CCCCc1nnc(NC(=O)CSc2nc(C)cc(=O)[nH]2)s1 | 3 | i | -0.1 | i | i | i | i | i | 1 | i | i
COc1ccccc1NC(=S)N(CCc1nc2cc(C)c(C)cc2[nH]1)Cc1cccnc1 | 13 | i | 0.3 | i | i | i | i | i | -5 | i | i
Cc1ccc(CN(C(=O)c2ccc([N+](=O)[O-])cc2)C2CCS(=O)(=O)C2)o1 (centres undefined) | 1 | i | . | i | i | i | i | i | 2 | i | i
O=C(N/N=C/c1cccs1)c1ccccn1 | 0 | i | 2.0 | i | i | i | i | i | 18 | i | i
CC(=O)Nc1ccc(S(=O)(=O)N(C)CC(=O)OCC(=O)c2cc(C)n(-c3ccc4c(c3)OCO4)c2C)cc1 | 12 | i | 0.8 | i | i | i | i | i | 3 | i | i
O=C(O)c1cccc(NC(=O)c2ccc(N3C(=O)c4ccc(C(=O)Nc5cccc(C(=O)O)c5)cc4C3=O)cc2)c1 | 0 | i | -0.2 | i | i | i | i | i | -4 | i | i
Fc1ccccc1/C=N/Nc1cc(N2CCCCC2)ncn1 | 28 | i | 2.2 | i | i | i | i | i | 1 | i | i
Cc1sc2nc(SCC(=O)Nc3ccc(S(=O)(=O)NCCCC(=O)O)cc3)[nH]c(=O)c2c1C | -1 | i | 0.0 | i | i | i | i | i | -2 | i | i
Cc1ccc(NC(=O)CCN2C(=O)c3ccccc3S2(=O)=O)cc1C | -7 | i | -0.2 | i | i | i | i | i | . | i | i
O=C(NCC1CCCO1)c1cccc(S(=O)(=O)NCc2ccccc2)c1 (centres undefined) | -9 | i | -0.4 | i | i | i | i | i | 3 | i | i
O=C(OCCN1CCCCC1)C1(c2ccccc2)CCCC1 | 6 | -7.4* | -0.1 | i | i | i | i | i | 7 | i | -10*
Cc1cccc(OCCCC(=O)NC(C)c2ccccc2)c1 (centres undefined) | -1 | i | -0.3 | i | i | i | i | i | 1 | i | i
CCC[N+](C)(C)C(C)C(OC(C)=O)c1ccccc1 (centres undefined) | 0 | i | 2.4 | i | i | i | i | i | -1 | i | i
c1ccc(Oc2cccc(OCCCCN3CCCC3)c2)cc1 | 7 | -8.6* | 0.1 | i | i | i | i | i | 10 | i | -11*
O=C(/C=C/c1cccc([N+](=O)[O-])c1)Nn1c(-c2ccccc2F)nc2ccccc2c1=O | 4 | i | -0.1 | i | i | i | i | i | 4 | i | i
COC(=O)/C(C#N)=C/c1c(Oc2cc(C)cc(C)c2)nc2ccccn2c1=O | 19 | i | 0.6 | i | i | i | i | i | 6 | i | i
O=[n+]1cc(-c2ccc(Cl)cc2)n([O-])c2c1CCCCC2 | 1 | i | -0.5 | i | i | i | i | i | -1 | i | i
COc1ccc(C(C(=O)NCc2ccccc2)N(Cc2cccnc2)C(=O)c2snc(C(N)=O)c2N)cc1OC (centres undefined) | 1 | i | -0.6 | i | i | i | i | i | -12 | i | i
CCOC(=O)C1CCCN(C(=O)COc2ccc(S(=O)(=O)N(CC)c3ccccc3)cc2)C1 (centres undefined) | -7 | i | 0.2 | i | i | i | i | i | -23 | i | i
O=C(O)CCSc1nnc(-c2ccccc2)n1-c1ccccc1 | -10 | i | 0.0 | i | i | i | i | i | -3 | i | i
CCCCNC(=O)CN1C(=O)NC2NC(=O)NC21 (centres undefined) | -4 | i | -0.1 | i | i | i | i | i | 13 | i | i
CCOC(=O)Cn1cnc(-c2ccc([N+](=O)[O-])cc2)c1 | -4 | i | 0.0 | i | i | i | i | i | -10 | i | i
COc1ccc(CC(=O)NCC2CCCCC2)cc1OC | -3 | i | -0.3 | i | i | i | i | i | 1 | i | i
C=CCn1c(P(C)(=O)O)nc2ccccc21 | 3&-6 | i | -0.6&-0.6 | i | i | i | i | i | 11&-2 | i | i
COc1ccc(CNc2nc3c(c(=O)[nH]c(=O)n3C)n2CCCc2ccccc2)cc1 | 8 | i | -0.2 | i | i | i | i | i | 3 | i | i
OC(COc1ccccc1CNCc1cccnc1)CN1CCc2ccccc2C1 (centres undefined) | 3 | i | -0.4 | i | i | i | i | i | 1 | i | i
CC1CCCN(C(=O)C(=O)Nc2ccc3nc4n(c(=O)c3c2)CCCCC4)C1 (centres undefined) | -5 | i | 0.0 | i | i | i | i | i | -1 | i | i
CC(=O)NC(c1ccccc1)c1cc([N+](=O)[O-])c2cccnc2c1O (centres undefined) | 34 | i | 1.8 | i | i | i | i | i | 3 | i | i
CC(=O)c1ccc(NC(=S)NC(=O)Cc2ccc(Cl)cc2)cc1 | -3 | i | 0.6 | i | i | i | i | i | -4 | i | i
CC(C)OC(=O)/C(C#N)=C\c1cccnc1 | -1 | i | 0.0 | i | i | i | i | i | 3 | i | i
Cc1ccc(C(=O)NCc2ccc3c(c2)OCO3)o1 | -2 | i | -11 | i | i | i | i | i | -2 | i | i
(cont.)
SMILES | SKKanGAS inh | TRPC6 inhibitor | HIF act | MrgX1 allo act | TRPC4 block | TRPC6 act | MrgX1 antagonist | MrgX1 ag | Platelet DG rel | RGS4 block | RGS4 pot
CNc1nc(C)nc(-c2ccccc2O)n1 | -3 | i | 1.6 | i | i | i | i | i | 6 | i | i
Cc1cc(C)nc(NS(=O)(=O)c2ccc(CC(C)C)cc2)c1 | -8 | i | -0.3 | i | i | i | i | i | -1 | i | i
COC(=O)c1cc(NC(=O)c2ccc(OC)cc2)c(=O)oc1C | 0 | i | 0.2 | i | i | i | i | i | 4 | i | i
O=S(=O)(NC1CCCCC1)c1ccc(-c2csnn2)s1 | -1 | i | -0.8 | i | i | i | i | i | -2 | i | i
COC(=O)C[C@H]1c2cc(C(F)(F)F)ccc2S(=O)(=O)N1Cc1ccccc1OC | -4 | i | -0.2 | i | . | i | i | i | -1 | i | i
CCOC(=O)c1cc2c(=O)n3ccccc3nc2n(Cc2ccco2)c1=NC(=O)c1ccc(OC)cc1OC | 3 | i | -0.1 | i | i | i | i | i | -21 | i | i
CC(C)(CN1CCCC1)NS(=O)(=O)c1ccc(Cl)cc1 | -11 | i | -0.8 | i | i | i | i | i | 1 | i | i
C=CCSc1nnc(NC(=O)c2c(CC)noc2C)s1 | 0 | i | -0.2 | i | i | i | i | i | -6 | i | i
O=C(CN1CCCCCC1)NCCN1C(=O)S/C(=C\c2ccccc2Cl)C1=O | 7 | -5* | 1.0 | i | i | i | i | i | -5 | i | i
COc1cccc2sc(N(CCN(C)C)C(=O)c3ccc(S(=O)(=O)N4CCCC4)cc3)nc12 | 12 | i | -0.6 | i | i | i | i | i | 11 | i | i

Some of the entries above in another layout.
| structure | SKKanGAS inh | TRPC6 inhibitor | HIF act | MrgX1 allo act | TRPC4 block | TRPC6 act | MrgX1 antagonist | MrgX1 ag | Platelet DG rel | RGS4 block | RGS4 pot |
| --- | --- | --- | --- | --- | --- | --- | --- | --- | --- | --- | --- |
| CNc1nc(C)nc(-c2ccccc2O)n1 | -3 | i | 1.6 | i | i | i | i | i | 6 | i | i |
| Cc1cc(C)nc(NS(=O)(=O)c2ccc(CC(C)C)cc2)c1 | -8 | i | -0.3 | i | i | i | i | i | -1 | i | i |
